Screens: PubChem BioAssay, several laboratories
CHO-K1 Ca PAM: counter-screen for M1 PAMs: effect in parental CHO-K1 cells; ATP EC20, Fluo-8 calcium fluorescence; 0% at ATP EC20, 100% at ATP max; activation, % at 3 µM; actives 0.02% (n = 360,000); AID 602247;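 active = activation above the run cutoff, the mean activation of all test compounds plus 3 SD, cut at about 40% in these data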;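 also: peak over basal fluorescence ratio in a 140 s read after ATP addition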
CRFR2-BP ag: CRF-BP/CRF-R2 complex agonism; AID 588473; actives 0.46% (n = 350,000); activation, % at 13.2 µM; HEK293 CRF-R2/CRF-BP, calcium dye fluorescence (FLIPR); percent of saturating CRF peptide response;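 active = activation of at least 50%, plus an integration ratio under a set limit after plate pattern correction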;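 also: plate controls were neutral control wells without compound for no effect and CRF at EC100 for full effect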
M5 PAM: CHRM5 positive allosteric modulation; actives 0.3% (n = 360,000); P08912; activation, % at 3 µM; CHO-K1 hM5, Fluo-8 calcium, ACh EC20 PAM; 0% = ACh EC20, 100% = ACh EC100;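 active = activation above the run cutoff, the mean activation of all test compounds plus 3 SD, cut at about 18% in these data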
Target sequence (P08912 whole entry, looked up): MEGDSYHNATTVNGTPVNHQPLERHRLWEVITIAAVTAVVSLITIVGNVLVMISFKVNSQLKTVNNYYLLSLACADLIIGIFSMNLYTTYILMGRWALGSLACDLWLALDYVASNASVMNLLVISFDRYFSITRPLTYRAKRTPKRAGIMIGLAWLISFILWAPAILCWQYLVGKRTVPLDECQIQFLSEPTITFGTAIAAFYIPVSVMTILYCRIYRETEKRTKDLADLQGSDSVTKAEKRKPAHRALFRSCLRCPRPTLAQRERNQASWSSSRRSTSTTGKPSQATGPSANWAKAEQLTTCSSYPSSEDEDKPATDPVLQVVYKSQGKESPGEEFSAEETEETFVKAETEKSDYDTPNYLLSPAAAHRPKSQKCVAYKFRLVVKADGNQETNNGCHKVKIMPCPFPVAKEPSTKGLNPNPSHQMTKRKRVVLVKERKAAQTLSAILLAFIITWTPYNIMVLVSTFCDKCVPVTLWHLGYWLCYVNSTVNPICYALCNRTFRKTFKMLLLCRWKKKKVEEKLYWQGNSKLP
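Measured by: Fluo-8 calcium fluorescence; material: human M5 receptor in CHO-K1 cells; schedule: Post-acetylcholine fluorescence recording 140 s; benchmarks: low control EC20 acetylcholine (0%), high control EC100 acetylcholine (100%); read-out: Max/basal fluorescence ratio as % of EC20–EC100 ACh window; compound: single dose, 3 µM nominal final test concentration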
CHRM5 antagonist: CHRM5 antagonism in calcium assay. AID 624040. inhibition, % at 3 µM. actives 0.59% (n = 360,000). CHO-hM5 cells, Fluo-8 calcium fluorescence, ACh EC80;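 active = inhibition above a per-plate cutoff, the mean of that plate's test compounds plus 3 SD, cut at about 27% in these data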;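 also: 0% = acetylcholine EC80 with DMSO and 100% = DMSO without agonist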
TAAR1 antag: antagonists of human TAAR1 | Q96RJ0 | CHO RD-HGA16 TAAR1, Fluo-8 calcium fluorescence, antagonist | inhibition, % at 3 µM | actives 1.5% (n = 360,000) | AID 624466;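 active = inhibition above a per-plate cutoff, the mean inhibition of test compounds on that plate plus 3 SD, cut at about 49% in these data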;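 also: 0% = DMSO plus EC80 beta-PEA response and 100% = DMSO alone without agonist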
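System: CHO RD-HGA16 cells bearing hTAAR1. Reagent: EC80 β-phenethylamine stimulus. Schedule: seeding 17-24 h prior, 75-min 37 °C, 30-min RT dye loading. Signal: Fluo-8 intracellular calcium dye fluorescence, real-time kinetic reads. Read-out: % inhibition from peak post-agonist over basal fluorescence ratio. Benchmarks: vehicle wells and EC80 agonist wells. Replicates: n of 1.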
CRFBP-R2 block: blocks CRF-induced signaling of the CRF-BP/CRF-R2 complex; HEK293 CRF-R2/CRF-BP, CRF-induced calcium fluorescence; inhibition, % at 11.8 µM; actives 0.59% (n = 350,000);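 active = inhibition of the ligand-induced calcium signal above about 50% at the single tested concentration, limit read from the data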
M5 ag: CHRM5 agonism in calcium assay | P08912 | CHO-K1 hM5 cells, Fluo-8 calcium fluorescence; 0% DMSO wells, 100% maximal acetylcholine response | activation, % at 3 µM | actives 0.19% (n = 360,000) | AID 624037;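 active = activation above the run's mean over test compounds plus 3 SD, cut at about 23% in these data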;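 also: signal is peak over basal fluorescence ratio across the kinetic read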
TAAR1 ag: human TAAR1 agonism; Q96RJ0; CHO RD-HGA16 TAAR1, Fluo-8 calcium fluorescence; vehicle wells 0%, saturating PEA agonist 100%; activation, % at 3 µM; actives 0.99% (n = 360,000); AID 624467;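 active = activation above the mean activation of all test compounds in the run plus 3 SD, cut at about 38% in these data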
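Test system: RD-HGA16 (CHO) cells co-expressing Gα16 and hTAAR1; dosing: one-point dosing at 3 µM (nominal); timing: 17-24 h seeding, 75 min 37 °C dye, 30 min RT; signal: kinetic Fluo-8 calcium fluorescence; read-out basis: % activation relative to PEA EC100 response; controls: DMSO and PEA EC100; replicates: n 1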
CHRM4 PAM: CHRM4 positive allosteric modulation; P08173; CHO-K1 hM4/Gqi5, Fluo-8 calcium fluorescence, ACh EC20; 0% = ACh EC20, 100% = maximal ACh; activation, % at 3 µM; actives 0.4% (n = 360,000);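 active = activation above its plate's cutoff, the mean activation of sample wells plus 3 SD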; also: some results filed as inactive read as strong as hits
Target sequence (P08173 whole entry, looked up): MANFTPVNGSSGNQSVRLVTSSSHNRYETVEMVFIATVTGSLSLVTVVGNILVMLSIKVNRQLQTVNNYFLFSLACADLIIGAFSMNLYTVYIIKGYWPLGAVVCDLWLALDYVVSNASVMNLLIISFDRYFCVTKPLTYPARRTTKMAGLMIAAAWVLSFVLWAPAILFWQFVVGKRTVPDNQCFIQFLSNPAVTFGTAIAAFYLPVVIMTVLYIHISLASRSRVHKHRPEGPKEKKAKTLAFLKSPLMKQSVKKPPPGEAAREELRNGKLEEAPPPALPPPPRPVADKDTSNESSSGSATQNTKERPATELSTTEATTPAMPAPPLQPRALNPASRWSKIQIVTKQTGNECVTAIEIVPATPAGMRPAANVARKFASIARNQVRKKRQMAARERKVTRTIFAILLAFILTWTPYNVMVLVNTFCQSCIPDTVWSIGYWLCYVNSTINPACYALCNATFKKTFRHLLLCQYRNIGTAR
* = called active by the depositor; . = no result given.

SMILES,CRFBP-R2 block,CHO-K1 Ca PAM,TAAR1 ag,M5 ag,M5 PAM,TAAR1 antag,CHRM4 PAM,CRFR2-BP ag,CHRM5 antagonist
CCN(c1ccccc1)S(=O)(=O)c1ccc(C(=O)OC(C)C(=O)NCCC2=CCCCC2)cc1 (stereo not drawn),5,21,7,-3,-7,11,2,-1.2,10
CC1CCC2C(=O)N(c3cccc(C(=O)Nc4ccccc4Cl)c3)C(=O)C2C1 (stereo not drawn),-15,-16,4,0,1,10,-9,-1.2,-9
COC(=O)c1ccc2c(=O)[nH]c(CSc3nc(-c4ccc(F)cc4)cs3)nc2c1,16,14,-1,-1,-1,6,-7,-0.6,-7
COCCNC(=O)C(c1ccc(F)cc1)N(CCOC)C(=O)CCC(=O)Nc1nccs1 (stereo not drawn),-12,-3,8,-1,2,3,0,1.9,1
COC(=O)c1c(C)nc(C)c(C(=O)OC)c1-c1ccc(OC)c(OC)c1,4,0,0,-1,-7,24,-4,1.6,13
CNc1ccccc1C(=O)OC(C)C(=O)Nc1ccc(S(=O)(=O)N2CCCC2)cc1 (stereo not drawn),-3,6,6,-4,3,-13,-6,-0.3,-13
Cc1cc(C(=O)CSc2nnc3ccccn23)c(C)n1-c1ccccc1,32,10,1,-4,-5,-8,-21,-4.5,24
C[C@@H]1CCCCO[C@@H](CN(C)C(=O)C2CCCCC2)[C@@H](C)CN([C@H](C)CO)C(=O)c2cc(NC(=O)NC3CCCCC3)ccc2O1,8,-2,5,2,0,-26,4,1.5,-6
O=C(CSc1nnnn1Cc1ccccc1)Nc1cccc(F)c1,2,-2,6,-1,-8,0,7,-2.4,13
Brc1ccccc1Cn1cnc2ccccc21,-8,0,3,1,-11,14,-1,-1.7,2
COCCNC(=O)C1CCCN(Cc2ccc(C)cc2)CC1 (stereo not drawn),.,18,6,-3,2,-16,1,.,0
Cc1csc(NC(=O)C(F)(F)F)n1,13,25,4,1,6,14,8,-0.7,-4
Cc1ccc(S(=O)(=O)N(CC(O)CN2CCOCC2)c2cc(Cl)ccc2Cl)cc1 (stereo not drawn),5,6,17,-4,2,13,6,-0.6,-5
Cc1ccc2c(COC(=O)c3ccc(C)c(C)c3)cc(=O)oc2c1,-7,-16,-1,-2,-3,-10,-3,1.5,15
C[C@@H]1CN([C@H](C)CO)C(=O)CCCn2cc(nn2)CO[C@H]1CN(C)S(=O)(=O)c1ccc(-n2cccn2)cc1,-15,-3,-1,0,1,8,-9,0.3,-5

Going on with the list:
SMILES,CRFBP-R2 block,CHO-K1 Ca PAM,TAAR1 ag,M5 ag,M5 PAM,TAAR1 antag,CHRM4 PAM,CRFR2-BP ag,CHRM5 antagonist
O=C(CCCc1nc2ccccc2s1)NCc1ccc(F)cc1,18,0,-1,1,1,29,-3,-1.4,-1
CCOC(=O)C1=C(C)NC2=C(C1c1ccc([N+](=O)[O-])cc1)S(=O)(=O)c1ccccc12 (stereo not drawn),-13,14,15,-1,-1,10,-6,-0.5,3
N#CC(C#N)=Cc1cn(-c2ncc(C(F)(F)F)cc2Cl)c2ccccc12,-7,-3,1,-4,-1,-2,-2,1.7,3
O=C(Nc1ccc(C2=NCCN2)cc1)c1ccc(C(=O)Nc2ccc(C3=NCCN3)cc2)c(Cl)c1,1,4,0,1,2,-2,3,1.4,-1
O=S1(=O)CCO[C@H]2Cc3ccccc3[C@H]2N1Cc1ccccc1,4,16,13,0,0,10,12,-1.7,0
Cc1ccc(S(=O)(=O)NC2CC(C)(C)NC(C)(C)C2)cc1,7,6,-1,0,13,-7,2,0.0,-11
CN(CC(O)COc1ccc(S(=O)(=O)N2CCOCC2)cc1)C1CCCCC1 (stereo not drawn),2,13,4,-13,-2,2,-11,-1.6,3
Cc1noc(C(F)(F)F)c1C(=O)NNC(=O)c1ccccc1,-11,13,3,1,3,-16,-8,0.9,6
COc1cccc(C2C(C(=O)OCc3ccccc3)=C(C)Nc3ncnn32)c1OC (stereo not drawn),-21,9,14,2,-7,27,0,-2.3,2
CC1=C(C(=O)OCc2ccccc2)C(c2cccc(Br)c2)NC(=O)N1 (stereo not drawn),-14,8,2,-8,-1,3,-4,-1.2,12
Cc1noc(C)c1S(=O)(=O)N1CCCC(C(=O)N2CCc3ccccc3C2)C1 (stereo not drawn),-2,9,3,-4,-7,1,-6,-1.5,2
CCCCCOP(=O)(c1ccccc1)c1ccccc1,4,16,1,-5,-2,1,7,-0.7,1
CCOc1ccccc1CNC(=O)Cn1nc(C)c2c(C)n(-c3ccc(C)cc3)nc2c1=O,3,-10,.,-4,2,.,-3,-0.4,6
CCCCNC(=O)NC1CCCC1,-4,-6,1,-2,-1,-7,10,5.5,-2
COc1ccc(-c2nc3ccccc3c(=O)[nH]2)cc1,-8,8,1,2,1,6,1,1.4,5

Gathered by group: the compounds so far containing a CF3 group (3)
SMILES,CRFBP-R2 block,CHO-K1 Ca PAM,TAAR1 ag,M5 ag,M5 PAM,TAAR1 antag,CHRM4 PAM,CRFR2-BP ag,CHRM5 antagonist
Cc1csc(NC(=O)C(F)(F)F)n1,13,25,4,1,6,14,8,-0.7,-4
N#CC(C#N)=Cc1cn(-c2ncc(C(F)(F)F)cc2Cl)c2ccccc12,-7,-3,1,-4,-1,-2,-2,1.7,3
Cc1noc(C(F)(F)F)c1C(=O)NNC(=O)c1ccccc1,-11,13,3,1,3,-16,-8,0.9,6

Next compounds follow.
SMILES,CRFBP-R2 block,CHO-K1 Ca PAM,TAAR1 ag,M5 ag,M5 PAM,TAAR1 antag,CHRM4 PAM,CRFR2-BP ag,CHRM5 antagonist
Cc1sc(NC(=S)NC(=O)c2cccs2)nc1-c1ccc(C(C)C)cc1,-1,-4,8,2,0,-12,4,0.0,4
CCc1ccc2nc(N3CCN(C(=O)C(C)(C)C)CC3)sc2c1,3,15,6,4,4,-1,-4,-0.5,1
CC1(c2ccccc2)CC(C)(C)N2C(=O)C(=O)c3cccc1c32 (stereo not drawn),-9,1,-3,22,-4,-21,-2,-10,11
COc1ccc(NC(=O)CSc2nc(C3CC3)nc3ccccc23)cc1,-5,15,6,0,15,-13,-8,2.4,-1
COc1cccc(NC(=O)C(Cc2ccccc2)NC(=O)C2CCC(C)CC2)c1 (stereo not drawn),-55,18,-1,-4,-5,-16,-2,-1.0,0
CN1CCN(C(CNC(=O)C(=O)NC2CCCCC2)c2ccc(F)cc2)CC1 (stereo not drawn),-16,-11,2,-7,-3,-4,4,2.3,0
O=C1NC(=S)SC1=Cc1cccs1,-12,-19,3,10,3,-5,6,5.9,-2
COc1ccc(S(=O)(=O)N2CCCCCC2)cc1C(=O)Nc1ccc(C(=O)N(C)C)cc1,-3,-2,1,3,2,9,6,0.6,3
CCCCc1nc(Cl)c(C#N)c2c1CSC(C)(C)C2,-31,13,10,1,7,18,11,-1.2,-7
CCCc1[nH]nc2c1C(c1cccc(OC)c1)C(C#N)=C(N)O2 (stereo not drawn),5,8,1,-1,-2,6,1,-1.0,-1
NC(=O)C1=C(c2ccccc2)c2ccccc2C1=O,-68,-18,25,-2,-1,32,6,67*,17
O=C(OCc1nnc(-c2ccc([N+](=O)[O-])cc2)o1)c1ccc(F)c(S(=O)(=O)N2CCOCC2)c1,5,1,0,1,-2,5,17,1.7,3
COc1ccc(N2C(=O)NC3CC2(C)Oc2ccccc23)cc1OC (stereo not drawn),-12,11,3,2,4,-20,5,15,1
COC(=O)C(NC(C)=O)(Nc1ccc(C)cn1)C(F)(F)F (stereo not drawn),6,12,0,-8,7,-12,6,-1.1,0
Cc1cc(C(F)(F)F)nn1CC(=O)Nc1ccc2c(c1)OCO2,15,-23,2,-4,-2,-15,-1,0.4,3

More compounds follow.
SMILES,CRFBP-R2 block,CHO-K1 Ca PAM,TAAR1 ag,M5 ag,M5 PAM,TAAR1 antag,CHRM4 PAM,CRFR2-BP ag,CHRM5 antagonist
Cc1cccnc1C(NC(=O)C1CCN(Cc2ccc(Oc3ccccc3)cc2)CC1)c1ccc(F)cc1 (stereo not drawn),.,22,-2,-3,-19,41,-13,.,27
O=C(O)CCC(=O)NNC(=O)c1cccc(Br)c1,3,-9,0,-1,-2,4,-5,-1.5,-8
Cc1ccc(S(=O)(=O)C(C)C(=O)NCCS(=O)(=O)c2ccc(Cl)cc2)cc1 (stereo not drawn),17,-1,-1,-2,-3,-31,9,-1.4,6
COc1cc(/C=C2/SC(=S)N(Cc3ccccc3)C2=O)cc(Cl)c1O,-134,-19,103*,8,-5,89*,-13,171*,33*
Cc1sc(NC(=O)C2CC=CCC2C(=O)O)c(C(=O)OC(C)C)c1C (stereo not drawn),-11,13,1,-1,8,-9,4,-1.9,-5
Cc1ccc(CNC(=S)Nc2ccc(C)c([N+](=O)[O-])c2)cc1,-1,-13,26,12,-18,24,-20,21,24
COc1cccc(C(=O)N2CCC[C@@H]2C(=O)N2CCC[C@@H]2C(=O)NCc2ccccc2Cl)c1,.,12,11,6,-2,5,6,.,-1
COC(=O)c1nn(-c2ccccc2)nc1-c1nn(-c2ccccc2)nc1C(=O)OC,15,8,5,-4,1,7,5,14,-2
COCCNC(=O)C1(C)CCCN(Cc2cccc(F)c2)C1 (stereo not drawn),.,-10,1,0,-3,-15,4,.,4
Cc1cc(C)n2cc(CSCC(=O)O)nc2n1,-3,25,1,0,1,-5,1,-1.6,2

No enrichment for hits; overall some 4.2% were active at least once.
